# Assay outcomes from PubChem BioAssay.
# PME-1 primary = PME-1 inhibitors via competitive probe labeling, primary screen, biochemical, fluorescence polarization, FP-Rh probe, HTS; Protein phosphatase methylesterase 1 (Homo sapiens), Q9Y570; recombinant PME-1; inhibition, % at 5.9 µM; actives 0.53% (n = 320,000); AID 2130, 2009;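 active = inhibition above the campaign mean of all compounds plus 3 SD, cut at about 26% in these data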;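 note: competitive labeling of PME-1 active site by serine hydrolase directed probe; 0% = PME-1 with DMSO and 100% = wells lacking PME-1 enzyme; inhibitors block probe labeling so polarization falls and inhibition rises; many of its hits are not listed in these tables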
# PAFAH1B3 inh = PAFAH1B3 enzyme inhibitors, primary screen, biochemical, fluorescence polarization, human | Platelet-activating factor acetylhydrolase IB subunit alpha1 (Homo sapiens), Q15102 | recombinant PAFAH1B3, FP-rhodamine probe | inhibition, % at 3.39 µM | actives 0.28% (n = 340,000);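 active = inhibition above the screen-wide average of all tested compounds plus 3 SD, cut at about 25% in these data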;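 note: 0% = enzyme with DMSO only and 100% = wells lacking PAFAH1B3 protein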
# Target sequence (Q15102 whole entry, looked up): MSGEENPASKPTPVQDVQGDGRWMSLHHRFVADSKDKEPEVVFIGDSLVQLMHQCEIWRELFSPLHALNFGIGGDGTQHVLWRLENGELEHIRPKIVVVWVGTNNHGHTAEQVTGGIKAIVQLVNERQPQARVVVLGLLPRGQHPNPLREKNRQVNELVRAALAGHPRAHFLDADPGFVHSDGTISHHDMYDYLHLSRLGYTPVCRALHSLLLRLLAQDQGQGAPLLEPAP
# PAD4 inh = human PAD4 inhibitors, primary screen, biochemical, fluorescence polarization, 1536-well format | Protein-arginine deiminase type-4 (Homo sapiens), Q9UM07 | actives 0.41% (n = 330,000) | recombinant PAD4, RCA probe fluorescence polarization | inhibition, % at 6.36 µM;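 active = percent inhibition above a cutoff equal to the mean of all tested compounds plus 3 SD, cut at about 15% in these data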;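 note: 0% = PAD4 with RCA probe and DMSO and 100% = probe without PAD4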
# pPAFAH inh = pPAFAH enzyme inhibitors, primary screen, biochemical, fluorescence polarization, human; inhibition, % at 3.39 µM; actives 1.5% (n = 330,000); recombinant pPAFAH, FP-rhodamine probe fluorescence polarization; AID 463082, 2010; Platelet-activating factor acetylhydrolase (Homo sapiens), Q13093;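 active = inhibition above the mean inhibition across the screen plus 3 SD, cut at about 25% in these data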;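 note: inhibitors block binding of the rhodamine activity-based probe so polarization drops; 0% = enzyme with DMSO and 100% = wells lacking pPAFAH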
# GSTO1 inh = inhibitors of recombinant GSTO1, primary screen, counter-screen for RBBP9 inhibitor project, biochemical, fluorescence polarization; AID 1974, 2009; activity-based probe fluorescence polarization; actives 1.1% (n = 300,000); inhibition, % at 5.96 µM;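 active = inhibition above the campaign mean inhibition plus 3 SD, cut at about 35% in these data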;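 note: 0% = GSTO1-1 with DMSO and 100% = wells lacking GSTO1-1 enzyme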
# Target sequence (P78417 whole entry, looked up): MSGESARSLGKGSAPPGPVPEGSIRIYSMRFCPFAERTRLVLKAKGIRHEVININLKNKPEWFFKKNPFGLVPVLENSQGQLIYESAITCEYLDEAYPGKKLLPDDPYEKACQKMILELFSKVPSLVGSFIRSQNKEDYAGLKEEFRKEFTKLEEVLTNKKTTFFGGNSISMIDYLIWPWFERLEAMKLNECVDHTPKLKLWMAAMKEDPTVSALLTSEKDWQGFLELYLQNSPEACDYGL
# PAFAH1B2 FP inh = PAFAH1B2 enzyme inhibitors, primary screen, biochemical, fluorescence polarization, human; inhibition, % at 3.39 µM; actives 1.2% (n = 340,000); AID 492953, 2010; Platelet-activating factor acetylhydrolase IB subunit alpha2 (Homo sapiens), P68402; recombinant PAFAH1B2, FP-rhodamine activity probe;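 active = inhibition above the mean of all tested compounds plus 3 SD, cut at about 24% in these data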;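 note: 0% = enzyme with DMSO and 100% = wells lacking PAFAH1B2; many of its hits are not listed in these tables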
# PREPL inhibitor = PREPL enzyme inhibitors, primary screen, biochemical, fluorescence polarization. AID 2751, 2010. Prolyl endopeptidase-like (Homo sapiens), Q4J6C6. recombinant PREPL, fluorescence polarization activity-based probe. actives 0.68% (n = 320,000). inhibition, % at 5.96 µM; in the data active = inhibition above about 43%;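 note: 0% = enzyme with DMSO and 100% = wells lacking enzyme; many of its hits are not listed in these tables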
# LYPLA1 inh = LYPLA1 inhibitors, primary screen, counter-screen for PME1 inhibitor project, biochemical, fluorescence polarization, FP-Rh probe ABPP; Acyl-protein thioesterase 1 (Homo sapiens), O75608; recombinant LYPLA1; inhibition, % at 5.9 µM; actives 0.16% (n = 320,000); AID 2174, 2009;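 active = inhibition above the mean of all tested compounds plus 3 SD, set per campaign, cut at about 14% in these data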;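 note: inhibitors block serine hydrolase probe labeling of LYPLA1 so polarization falls; 0% = enzyme with DMSO and 100% = wells lacking LYPLA1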
# Target sequence (O75608 whole entry, looked up): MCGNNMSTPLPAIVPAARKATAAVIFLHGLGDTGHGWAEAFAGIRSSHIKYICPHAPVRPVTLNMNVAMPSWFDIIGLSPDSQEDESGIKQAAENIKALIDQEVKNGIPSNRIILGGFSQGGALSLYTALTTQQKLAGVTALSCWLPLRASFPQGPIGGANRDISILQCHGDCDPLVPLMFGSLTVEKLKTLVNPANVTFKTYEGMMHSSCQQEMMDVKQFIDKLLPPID
# LYPLA2 inh = LYPLA2 inhibitors, primary screen, counter-screen for PME1 inhibitor project, biochemical, fluorescence polarization, FP-Rh probe ABPP; inhibition, % at 5.9 µM; Acyl-protein thioesterase 2 (Homo sapiens), O95372; actives 0.38% (n = 320,000); recombinant LYPLA2; AID 2177, 2009;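 active = inhibition above the screen-wide mean plus 3 SD, limit set per campaign, cut at about 26% in these data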;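 note: 0% = LYPLA2 with DMSO and 100% = wells lacking LYPLA2 enzyme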
# Target sequence (O95372 whole entry, looked up): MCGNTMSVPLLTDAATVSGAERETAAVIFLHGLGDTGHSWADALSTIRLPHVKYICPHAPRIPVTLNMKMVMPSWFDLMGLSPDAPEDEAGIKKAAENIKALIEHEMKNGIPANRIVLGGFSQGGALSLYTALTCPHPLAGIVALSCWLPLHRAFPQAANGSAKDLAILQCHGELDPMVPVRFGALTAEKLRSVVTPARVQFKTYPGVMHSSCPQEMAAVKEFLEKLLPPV
# Numbers without * were called inactive; / = not tested or not shown. This is a subset; rates above refer to the full screens.
SMILES,PME-1 primary,PAFAH1B3 inh,PAD4 inh,pPAFAH inh,GSTO1 inh,PAFAH1B2 FP inh,PREPL inhibitor,LYPLA1 inh,LYPLA2 inh
COc1ccc(CN2CCCC(C(=O)c3ccc(Cl)cc3)C2)c(OC)c1 (centres undefined),0,-5,-4,0,2,-4,3,2,-2
CC1(C)N=C(c2ccccc2)[C@@H]2C(c3ccc([N+](=O)[O-])cc3)N21 (some centres undefined),0,3,-2,-2,-3,11,4,-3,-4
COc1ccc(/C=C2\C(=N\O)C3CCN2CC3)cc1,1,3,-4,2,0,2,-5,1,4
CCCCCCCCn1sccc1=O,-4,9,1,0,/,20,7,0,-4
O=C(CCCc1ccccc1)NCCc1cnc[nH]1,0,7,-2,0,3,-1,12,2,-5
Cc1ccc(C2N3CCCN23)cc1 (centres undefined),-6,14,2,4,-8,0,-5,1,3
CCC(=O)c1cn(Cc2ccccc2)c2ccccc12,3,14,-2,2,5,9,-3,1,7
CC(=NCC1CCCO1)c1c(O)n(Cc2ccccc2)c(=O)[nH]c1=O (centres undefined),1,-2,-4,-4,0,-1,1,2,-4
Cc1cccc(CN2CCCC(C(=O)c3cccc(OC(C)C)c3)C2)n1 (centres undefined),3,2,0,5,3,-3,3,2,11
Cc1cc(N2C(=O)C3CCCN3C2c2sccc2C)no1 (centres undefined),4,8,-1,0,3,3,-2,2,5
CC(C)[N+](C)(CCC(C(N)=O)(c1ccccc1)c1ccccc1)C(C)C,0,-2,-3,-3,3,3,9,0,1
O=c1[nH]c(=O)n(Cc2ccccc2)c(O)c1C=Nc1ccc(CN2CCOCC2)cc1,-1,-2,-2,7,-3,7,-7,3,1
CCCCCn1c(=O)c(C(=O)Nc2cccc(C)c2)c(O)c2ccccc21,-7,5,-10,-6,-5,2,0,-2,-1
Cn1cc(C(=O)OCC(=O)N2CCCCC2)c2ccccc21,-1,5,4,-7,/,5,5,1,3
CCC(C#N)(CC)P(=S)(c1ccccc1)c1ccccc1,2,7,3,-4,8,7,11,3,11
O=C(CN1CC(c2ccccc2)CC1=O)Nc1cccc(F)c1 (centres undefined),-4,6,4,0,2,-6,-7,0,-4
CC1CCCC(NC(=O)COC(=O)Cc2ccccc2)C1C (centres undefined),0,-3,0,40*,2,5,-5,-5,-1
Cc1nc2ccc(Cl)cc2c(=O)n1-c1cccc(Cl)c1,0,8,1,4,-5,-2,-1,-2,-5
O=c1c2ccccc2nc(-c2ccoc2)n1-c1ccccc1,4,2,5,6,3,5,6,0,3
CCn1c(O)c(C=NCCc2c[nH]c3ccccc23)c(=O)[nH]c1=O,2,2,-3,2,2,0,18,0,0
CCCNC(=O)N1[C@H]2CC[C@@H]1C(C(=O)OC)=C(c1ccc(F)cc1OCc1ccccc1)C2,1,1,1,-1,/,-4,17,3,-8
N=C1c2ccccc2CN1NC(=O)c1ccc(Br)o1,5,6,-3,-1,2,2,-3,1,7
CN(C)C=C1C(=O)N(C2CCCCC2)C(=O)N(C2CCCCC2)C1=O,-2,-5,1,5,14,-3,14,-2,-2
N=C(N)c1c(O)n(C2CCCCC2)c(=O)n(C2CCCCC2)c1=O,-4,-7,-3,1,-13,4,8,-10,11
O=c1[nH]c(=O)n(Cc2ccccc2)c(O)c1/C=N/Nc1c(F)c(F)c(F)c(F)c1F,0,/,1,-2,-4,/,-3,2,5
CCOC(=O)c1c(C=O)c2ccccc2n1Cc1ccccc1F,2,-2,1,4,-1,3,-17,-4,3
O=C1NC(=O)N(Cc2ccccc2)C(=O)/C1=C\c1ccco1,-1,8,-22,20,18,7,15,-1,-5
CC(C)CCNC(=O)CN1C(=O)CN=C(c2ccccc2)c2ccccc21,0,1,0,5,3,2,11,-2,-6
c1ccc2[nH]c(CCNC3CCCCC3)nc2c1,3,4,4,1,-2,2,0,1,0
COC(=O)c1c(C)[nH]c(C(=O)C(C)[N+]23CCN(CC2)CC3)c1C (centres undefined),0,3,-2,-4,2,3,-6,1,7
Cc1ccc(Cn2cc(C=O)c3ccccc32)cc1,-7,3,-2,2,-4,9,-11,1,7
O=c1[nH]c(=O)n(Cc2ccco2)c(O)c1C=NCCCn1ccnc1,-3,1,-3,1,-5,3,1,-3,0
Cc1ccccc1NC(=O)CCl,0,5,4,4,63*,-2,-6,3,4
COc1cccc(N2C(=O)NC(=O)/C(=C/c3ccc([N+](=O)[O-])s3)C2=O)c1,3,46*,-7,33*,44*,33*,11,-3,-6
COc1ccc(N2C(=O)NC(=O)/C(=C\c3cn(C)c4ccccc34)C2=O)cc1,16,2,-7,2,0,7,6,-4,-6
CCCNS(=O)(=O)c1ccc(OCC(=O)N2CCN(Cc3ccc4c(c3)OCO4)CC2)cc1,0,3,-6,9,3,-7,-1,0,6
O=C(c1cc2ccccc2oc1=O)N1CCC2(CC1)OCCO2,-1,-3,3,2,2,3,14,3,5
Cc1ccsc1C(=O)C1CCCN(Cc2cnc(N3CCOCC3)s2)C1 (centres undefined),-7,5,-1,-2,-1,1,-4,2,-1
CN(C)CC1CSCCC1(O)c1ccc(Cl)cc1 (centres undefined),-1,1,3,2,-3,3,-3,-1,1
CCOC(=O)c1[nH]c2ccc(OC)cc2c1C(SCC(=O)O)c1ccc(C(F)(F)F)cc1 (centres undefined),-11,6,1,10,-9,8,5,-3,3
CC1CCCCN1CC(=O)c1ccc2cc[nH]c2c1 (centres undefined),0,5,-6,4,-2,5,11,0,1
COc1ccc(Cl)cc1NC1=NCC(C)S1 (centres undefined),4,5,-1,7,6,5,9,1,13
C[C@@H]1C2C[C@@]34COC(=O)C3=CC=C[C@H]4[C@@]13C[C@H](c1ccoc1)O[C@@H]3O2,-4,/,-3,-3,13,/,-4,0,0
COC(=O)C(O)(c1ccc(NC(=O)c2cccs2)c(C)c1)C(F)(F)F (centres undefined),0,2,-2,-1,-2,-1,-5,-3,2
CCCSc1nc(O)c(CC)c(=O)n1C(C)CC (centres undefined),-11,12,-2,-4,0,2,10,1,-8

# Compound profiles, from the list above. Order of screens: PME-1 primary | PAFAH1B3 inh | PAD4 inh | pPAFAH inh | GSTO1 inh | PAFAH1B2 FP inh | PREPL inhibitor | LYPLA1 inh | LYPLA2 inh
# Shown for COC(=O)c1c(C)[nH]c(C(=O)C(C)[N+]23CCN(CC2)CC3)c1C (centres undefined) : 0 | 3 | -2 | -4 | 2 | 3 | -6 | 1 | 7
# Shown for N=C(N)c1c(O)n(C2CCCCC2)c(=O)n(C2CCCCC2)c1=O : -4 | -7 | -3 | 1 | -13 | 4 | 8 | -10 | 11

# Carrying on.
SMILES,PME-1 primary,PAFAH1B3 inh,PAD4 inh,pPAFAH inh,GSTO1 inh,PAFAH1B2 FP inh,PREPL inhibitor,LYPLA1 inh,LYPLA2 inh
COc1c(/C=C2/C(=O)NC(=O)N(C)C2=O)c(CCN(C)C(=O)c2ccccc2)cc2c1OCO2,7,11,1,3,7,-1,3,1,2
Cc1ccc(C2=NC(C)(C)N3C2C3c2ccc([N+](=O)[O-])cc2)cc1 (centres undefined),6,4,3,3,2,6,8,-2,3
O=C1NC(=O)N(Cc2ccccc2)C(=O)/C1=C/N1CCCc2ccccc21,8,1,-1,13,33,5,13,-1,0
COC(=O)C1=C(c2ccc(F)cc2OCc2ccccc2)C[C@@H]2CC[C@H]1N2C(=O)NCc1ccco1,-2,-1,-6,15,/,2,6,-1,-3
CC(C)=CCN1CC[C@@]2(C)c3cc(O)ccc3C[C@@H]1C2C (some centres undefined),/,0,-2,-2,/,-2,21,/,/
Cc1cc(OC(=O)CCCNC(=O)OC(C)(C)C)c2c3c(c(=O)oc2c1)CCC3,5,5,3,2,-1,5,10,2,4
Clc1cccc(C2NCCc3[nH]cnc32)c1 (centres undefined),-5,7,-4,1,7,7,0,-3,-1
Cc1onc(-c2c(Cl)cccc2Cl)c1C(=O)Nc1ccc2c(C(F)(F)F)cc(=O)oc2c1,-6,-6,0,2,-4,1,-1,2,-4
CN1C(=O)C(=Cc2cc([N+](=O)[O-])ccc2N2CCCCC2)C(=O)N(C)C1=O,-1,4,-6,5,3,-3,8,1,-7
Cc1ccc(CC(=O)N2CCN(C)CC2)cc1,4,3,7,0,7,-6,15,-5,0
Oc1ccc(Cl)c(Cl)c1,-4,9,-7,-6,/,5,-7,3,0
O=P(Nc1ccccc1)(Nc1ccccc1)Oc1ccc(Cl)cc1,2,0,3,2,1,2,-4,-2,3
CN1CC(C(=O)c2ccc(Cl)cc2)C(c2ccccc2F)C1 (centres undefined),-9,1,-7,5,6,10,-4,0,11
COC(=O)C1=C(c2ccc(OC(F)(F)F)cc2)C[C@@H]2CC[C@H]1N2C(=O)NCCOc1ccc(OC)cc1,0,2,0,8,/,13,3,-1,-1
O=C(CN1CCCCC1)Nc1ccc(Br)cc1C(=O)c1ccccc1Cl,-1,2,2,3,2,1,5,-1,4
CCCCn1c(=O)c(C(=O)NCc2ccccc2OC)c(O)c2ccccc21,-7,-5,-2,4,7,-3,-5,-2,0
Cc1ccc(S(=O)(=O)NP(=O)(Oc2ccccc2)Oc2ccccc2)cc1,-6,24,-2,-2,8,46*,4,-4,-3

# Compounds shown so far that contain an aryl methoxy group (9):
SMILES,PME-1 primary,PAFAH1B3 inh,PAD4 inh,pPAFAH inh,GSTO1 inh,PAFAH1B2 FP inh,PREPL inhibitor,LYPLA1 inh,LYPLA2 inh
COc1ccc(CN2CCCC(C(=O)c3ccc(Cl)cc3)C2)c(OC)c1 (centres undefined),0,-5,-4,0,2,-4,3,2,-2
COc1ccc(/C=C2\C(=N\O)C3CCN2CC3)cc1,1,3,-4,2,0,2,-5,1,4
COc1cccc(N2C(=O)NC(=O)/C(=C/c3ccc([N+](=O)[O-])s3)C2=O)c1,3,46*,-7,33*,44*,33*,11,-3,-6
COc1ccc(N2C(=O)NC(=O)/C(=C\c3cn(C)c4ccccc34)C2=O)cc1,16,2,-7,2,0,7,6,-4,-6
CCOC(=O)c1[nH]c2ccc(OC)cc2c1C(SCC(=O)O)c1ccc(C(F)(F)F)cc1 (centres undefined),-11,6,1,10,-9,8,5,-3,3
COc1ccc(Cl)cc1NC1=NCC(C)S1 (centres undefined),4,5,-1,7,6,5,9,1,13
COc1c(/C=C2/C(=O)NC(=O)N(C)C2=O)c(CCN(C)C(=O)c2ccccc2)cc2c1OCO2,7,11,1,3,7,-1,3,1,2
COC(=O)C1=C(c2ccc(OC(F)(F)F)cc2)C[C@@H]2CC[C@H]1N2C(=O)NCCOc1ccc(OC)cc1,0,2,0,8,/,13,3,-1,-1
CCCCn1c(=O)c(C(=O)NCc2ccccc2OC)c(O)c2ccccc21,-7,-5,-2,4,7,-3,-5,-2,0
